# Screening results: PubChem, The Scripps Research Institute Molecular Screening Center
# SRC3 TRFRET art – TR-FRET artefact, counter-screen to PPARgamma/SRC-3 agonist assay. PPARgamma/SRC-3 format; stronger effect = higher value. TR-FRET ratio at 8 µM. actives 0.39% (n = 99,000). AID 1048; in the data active = TR-FRET ratio above about 2000; note: inactives centre near 1600; reference of the scale not given here
# SRC1 TRFRET art – counter-screen for PPARgamma SRC-1 recruitment agonists: TR-FRET artefact; TR-FRET detection artefact counter-screen, emission ratio; stronger effect = higher value; TR-FRET ratio at 8 µM; actives 0.34% (n = 99,000); in the data active = TR-FRET ratio above about 2300; note: inactives centre near 1800; reference of the scale not given here
# Active calls of the source: *.
SMILES,SRC3 TRFRET art,SRC1 TRFRET art
CC(=O)c1cccc(S(=O)(=O)Nc2cccc(S(=O)(=O)NC3=NCCC3)c2)c1,1451,1872
COC(=O)c1ccc2[nH]c(C)c(CN3CCCC3)c(=O)c2c1,1710,1885
CCc1ccc(CNCc2cccs2)cc1,1573,1704
Fc1ccc(-c2cnn3c(-c4ccncc4)ccnc23)cc1,1399,1777
CCOc1ccccc1N1CCN(C(=S)NC(=O)C23CC4CC(CC(C4)C2)C3)CC1,1580,1760
Cc1ccc(C)c(NC(=S)N2CCN(Cc3ccccc3)CC2)c1,1589,1423
O=S(=O)(c1cccs1)N1CCC(CO)(Cc2cccc(F)c2)CC1,1576,1784
O=C(Nc1nc(-c2cccc([N+](=O)[O-])c2)cs1)c1cccc([N+](=O)[O-])c1C(=O)O,1182,1381
COCCCNCC(=O)Nc1ccc(OC(F)(F)F)cc1,1738,1631
CCN1CCCc2cc(CN(CCN3CCOCC3)C(=S)Nc3cccc(Cl)c3)ccc21,1928,2053
CC(=O)Nc1ccc(/C=N/NC(=O)c2cccs2)cc1,1489,1751
C=CCn1c(N2CCN(c3ccc(OC)cc3)CC2)nc2c1c(=O)[nH]c(=O)n2C,1466,2001
COc1ccc(CNC(=O)CSc2ccsc2[N+](=O)[O-])cc1,1569,1556
COc1ccc(-c2cc(C(F)F)n3ncc(C(=O)Nc4cnn(Cc5ccccc5)c4)c3n2)cc1,1549,1746
O=C(COc1ccc(Cl)cc1)OCc1csc(Nc2ccccc2)n1,1636,1553
COc1ccc(/C=C/C(=O)N(C)Cc2cccs2)cc1S(=O)(=O)N1CCOCC1,1305,1708
Cc1ccccc1NC(=O)/C=C/c1cccs1,1677,1839
Cc1sc2nc(COC(=O)c3ccc(N4CCCC(C)C4)c([N+](=O)[O-])c3)[nH]c(=O)c2c1C (stereo not drawn),1587,1948
c1csc(-c2nnc(COc3ccc4c(c3)OCO4)o2)c1,1474,1619
Cc1cc(-c2nnc(CCC(=O)NC(Cc3ccccc3)c3ccccc3)o2)no1 (stereo not drawn),1653,1693
O=S(=O)(NCc1ccc(Cl)cc1)NCc1ccccc1F,1632,1898
Cc1ccc(-c2nc(SCC(=O)c3c(N)n(C)c(=O)n(C)c3=O)n[nH]2)cc1,1483,1749
NC(=O)Nc1ccccc1C(=O)N1CCC(O)(c2ccc(Cl)cc2)CC1,1529,1755
O=C(Nc1ccc(Cl)c(S(=O)(=O)N2CCOCC2)c1)c1cc(-c2ccccn2)nc2ccccc12,1688,2199
O=S(=O)(NCCNc1ncc(C(F)(F)F)cc1Cl)C(F)(F)F,1739,1668
Cc1[nH]c2ccccc2c1C(=O)COc1ccccc1,1741,1919
COc1ccc(C(=O)NCC(=O)N/N=C/c2cn[nH]c2-c2ccccc2)cc1,1774,1952
O=C(NC(=S)N1CCCCCC1)c1ccc(Cl)cc1Cl,1630,2021
CCN(CC)S(=O)(=O)c1ccc(-c2nnc(SCC(N)=O)n2CC)cc1,1480,1531
Cc1ccc(Cn2c(C(=O)O)cc3sccc32)cc1,1632,1772
Cc1cc(C)cc(NC(=O)c2cc(=O)c3ccccc3o2)c1,1679,1791
Cn1c(=O)oc2cc(S(=O)(=O)N3CCCC(C(=O)N4CCn5c4nc4ccccc45)C3)ccc21 (stereo not drawn),1582,1832
O=C(Nc1ccc(F)c(Cl)c1)Nc1ccc(Cl)cn1,1464,1802
CC1(C)SC(=S)N(NC(=O)Nc2ccccc2)C1N(O)C(=O)Nc1cccc2ccccc12 (stereo not drawn),1469,1666
COc1cc([N+](=O)[O-])ccc1NC(=O)CSc1nnc(C)c(C)n1,1659,1719
O=C(COC(=O)c1ccc(Br)cc1)NCCC1=CCCCC1,1711,1850
CC(C)(C)OC(=O)NCCCC[C@H](NC(=O)c1nc[nH]c1C(=O)NC(c1ccccc1)c1ccccc1)C(=O)OC(C)(C)C,1683,1833
CCN1CCCC1CNCc1cccc(OC)c1OCc1ccccc1 (stereo not drawn),1633,1733
O=C(Nc1ccc(Cl)cc1)Nc1nc(-c2ccccc2)cs1,1380,1661
CN(C)CCCNC(=O)c1cc2sc3ccccc3c2s1,1664,1584
CC1(C)CC(=O)c2sc(NC(=O)c3ccccc3)nc2C1,1596,1646
CCN1CCN(C(=O)N[C@@H](C(=O)N[C@@H]2C(=O)N3[C@@H]2SC(C)(C)[C@@H]3C(=O)O)c2ccccc2)C(=O)C1=O,1584,1649
CN(CC(=O)OCC(=O)NCC(F)(F)F)S(=O)(=O)c1ccc(Cl)cc1,1415,1698
COc1cc(/C=C2/NC(=O)N(Cc3ccccc3F)C2=O)cc(OC)c1O,1720,1676
COc1ccc(C(C(=O)NC2CCCCC2)N(C(=O)CCl)c2ccc(Cl)cc2)cc1 (stereo not drawn),1376,1790
CSc1ncccc1C(=O)Nc1nc2ccc(Oc3ccccc3)cc2s1,1610,1830
CCNS(=O)(=O)c1ccc(CCC(=O)O)cc1,1576,1844
COc1ccc(-c2csc3nc(-c4ccccc4OC)oc(=O)c23)cc1,1496,1620
COC(=O)c1nnn(-c2nc(N3CCOCC3)nc(N3CCOCC3)n2)c1C,1475,1534
Cc1nnc(SCC(=O)NCCc2ccccc2)s1,1726,1753
CN(C)c1ccc(P(=O)(Nc2ccc([N+](=O)[O-])cc2)N2CCOCC2)c(NC(=O)c2cccs2)c1 (stereo not drawn),1534,1829
Cc1ccc(Nc2cc(=O)[nH]c(=O)[nH]2)cc1C,1578,1614
CC(C)c1onc(C(=O)NCCc2ccccc2)c1[N+](=O)[O-],1616,1835
Cn1cnnc1SCc1nnc(-c2ccccc2Br)o1,1488,1591
CCOc1ccc(CN2CCN(Cc3cnc(N4CCOCC4)s3)CC2CCO)cc1 (stereo not drawn),1698,1668
O=C(NCc1cccs1)c1ccc2ccccc2n1,1512,1854
O=C(c1cccs1)n1nc(NCc2ccccc2)nc1NCc1ccccc1,1373,1723
O=C(CCSc1ccc(Cl)cc1)Nc1cccnc1,1738,1747
CCOC(=O)CSc1nnc(NC(=O)c2cccc([N+](=O)[O-])c2)s1,1597,1614
CCOC(=O)c1c(-c2ccccc2)csc1NC(=O)C(C)NCCCN1CCOCC1 (stereo not drawn),1718,1862

# One compound at a time, as listed above.
# O=C(c1cccs1)n1nc(NCc2ccccc2)nc1NCc1ccccc1 as listed: SRC3 TRFRET art: 1373; SRC1 TRFRET art: 1723
# CN(C)c1ccc(P(=O)(Nc2ccc([N+](=O)[O-])cc2)N2CCOCC2)c(NC(=O)c2cccs2)c1 (stereo not drawn) as listed: SRC3 TRFRET art: 1534; SRC1 TRFRET art: 1829

# The list goes on:
SMILES,SRC3 TRFRET art,SRC1 TRFRET art
O=C(N/N=C/c1ccc(C(=O)O)cc1)C1=NNC(c2ccccc2)(c2ccccc2)C1,1446,1573
COc1ccc(N(C(=O)c2ccco2)C(C(=O)NC2CCCC2)c2cccs2)cc1 (stereo not drawn),1518,1529
CN1/C(=C\C(=O)CSc2nnc(NCc3ccccc3)s2)C(C)(C)c2ccccc21,2062*,1935
Cc1nn(-c2ccc(Cl)cc2)c(=O)c2ccccc12,1526,1799
COC(=O)c1ccc(COc2ccccc2/C=C(\C#N)C(=O)Nc2ccccc2C)cc1,1523,1477
Oc1c(C(c2ccccn2)N2CCCCC2)cc(Cl)c2cccnc12 (stereo not drawn),1417,1807
Cc1ccc(-c2cnc3cc(C)nn3c2)cc1,1409,1832
Cc1cc(C(=O)CN2CCCC2)c(C)n1-c1ccc(Cl)cc1,1660,1784
CCC(=O)NC(=S)Nc1cccc(NC(=O)c2ccccc2)c1,1554,1989
COc1ccc2c(c1)CCN(C(=O)CCl)C2C1C(=O)CCCC1=O (stereo not drawn),1697,1967
CC1CCCC(C)N1/N=C/c1ccc(C#N)cc1 (stereo not drawn),1653,1814
Cc1nc(SCC(=O)Nc2ccc(Cl)cc2[N+](=O)[O-])nc(C)c1C,1508,1812
COc1cccc(-c2cc3nc4c(c(N5CCC6(CC5)OCCO6)n3n2)CCC4)c1,1575,2048
O=C(CCC1CCCN(Cc2ccc3c(c2)OCCO3)C1)NCc1ccc(F)c(F)c1 (stereo not drawn),1617,1601
CCN(CC(=O)Nc1ccc(NC(C)=O)cc1)c1ccc(C(F)(F)F)cn1,1516,1899
Cc1ccnc(NC(=O)/C=C/c2ccccc2[N+](=O)[O-])c1,1633,1713
Cc1c(NC(=O)/C(C#N)=C/c2ccccc2)c(=O)n(-c2ccccc2)n1C,1437,1545
CCOc1ccc(NC(=S)NC(C)C(c2ccccc2)N2CCN(C)CC2)cc1 (stereo not drawn),1519,1662
Cc1ccnc(NS(=O)(=O)c2ccc(NC(=O)c3cc(-c4ccc(Br)cc4)nc4ccccc34)cc2)n1,1588,1832
CCOc1ncccc1C(=O)OCC(=O)NC1CC1,1438,1925
COc1ccccc1OCCCC(=O)NCc1ccco1,1588,1672
Cc1ccc(-c2nnc(OCC3CCCO3)c3ccccc23)cc1 (stereo not drawn),1481,1749
Cc1ccc(C)c(N2CN(Cc3ccco3)CNC2=S)c1,1600,1628
CCOC(=O)C1(CCOc2ccccc2)CCN(Cc2cccc3nonc23)CC1,1591,1843
CC(C)Cc1nc(SCc2cccnc2)c2c(=O)n(C)c(=O)n(C)c2n1,1705,1588
C/C(=N\Nc1ccccc1[N+](=O)[O-])c1ccc(N2CCOCC2)cc1,1432,1527
COc1cc(C(=O)NNc2nc3cc4c(cc3s2)OCO4)cc(OC)c1OC,1669,1763
CCOC(=O)c1c(C)[nH]c(C(=O)CSc2nc(C)cc(C)n2)c1C,1302,1619
COc1ccc(Nc2ccc(S(=O)(=O)N3CCCCCC3)cc2[N+](=O)[O-])cc1,1591,1671
CCOCC(=O)Nc1ccccc1C(=O)N1CCOCC1,1573,1733
CCOc1cc(CNCc2ccccn2)cc(Cl)c1OCC,1541,1690
CCCCC(=O)Nc1ccc2c3c(cccc13)CC2,1272,1572
CC1CCN(C(=O)c2cc(N3C(=O)C4C5CCC(C5)C4C3=O)ccc2Cl)CC1 (stereo not drawn),1675,1768
CCn1cc(Cl)c(C(=O)Nc2ccc(OC)c(OC)c2)n1,1570,1833
CC(C)NC(=O)COC(=O)c1ccc(Cl)c(S(N)(=O)=O)c1,1681,2058
COc1ccc(Cc2nnc(NC(=O)c3cccs3)s2)cc1,1899,1603
Cc1c(NC(=O)c2ccc(Br)s2)c(=O)n(-c2ccccc2)n1C,1382,1598
COc1cccc(NC(=O)CN(C)C(=O)/C=C/c2cc(OC)ccc2OC)c1,1599,1867
C[C@@H]1C=C(C(=O)N2CCOCC2)O[C@H](OCc2ccc(CO)cc2)C1,1496,1759
Cc1ccc(-c2nn(-c3ccccc3)cc2/C=N/NC(=O)c2ccncc2)o1,1759,1705
O=C(O)Cc1ccc(O)c(F)c1,1946,1683
O=C(CN1CCc2ccccc21)NC(c1ccccc1)c1ccccc1,1701,1891
CC(=O)OC1OCCOC1NC(=S)NCc1ccco1 (stereo not drawn),1334,1784
CC(C)NS(=O)(=O)c1cc(C(=O)O)ccc1Cl,1677,1939
CCOC(=O)N1CCN(C(=O)C(=O)NNC(=O)COc2ccc(Cl)c(C)c2)CC1,1530,1423
COc1cc2c(cc1NC(=O)CN1CCN(S(=O)(=O)c3ccc(F)cc3)CC1)oc1ccccc12,1608,1732
CC(=O)c1sc(NC(=O)CCCOc2ccccc2C)nc1C,1712,2030
Cc1ccccc1-n1nc(-c2cccnc2)cc1C(=O)NN,1528,1968
CCCC(=O)Nc1sc2c(c1C(=O)Nc1ccccn1)CCCC2,1547,2066
CC(C)C(NC(=O)c1ccccc1)C(=O)NCC(c1ccccc1)N(C)C (stereo not drawn),1509,1542
Cc1ccc(-c2nnc(Nc3ccc(C(=O)N(C)C)cc3)c3ccccc23)cc1S(=O)(=O)NCC1CCCO1 (stereo not drawn),1455,1600
O=C(C1CC2C=CC1C2)N1CCN(c2ccccc2)CC1 (stereo not drawn),1530,1626
O=[N+]([O-])c1ccc(OCCN2CCNCC2)cc1,1641,1770
CC1(C)CC(n2c(=S)[nH]c3ccccc3c2=O)CCO1 (stereo not drawn),1454,1744
CSc1nc(C)c2cc(C)oc2n1,1442,1828
OCCC1CN(Cc2cccn2-c2cccnc2)CCN1C1CCCCC1 (stereo not drawn),1573,1728
Cc1ccccc1C(=O)NC1CCN(CC(=O)Nc2ccc3c(c2)OCCO3)CC1,1397,1816
c1sc2[n+](c1C13CC4CC(CC(C4)C1)C3)CCS2,1694,1565
Cc1c(Cl)cccc1NC(=O)CCCN1C(=O)c2cccnc2C1=O,1649,1835
COC(=O)c1c(NC(=O)CN(c2ccccc2)S(C)(=O)=O)sc2c1CCCC2,1571,1754

# An excerpt of these results, as labelled records:
> CCCC(=O)Nc1sc2c(c1C(=O)Nc1ccccn1)CCCC2
- SRC3 TRFRET art: 1547
- SRC1 TRFRET art: 2066
> CC(=O)c1sc(NC(=O)CCCOc2ccccc2C)nc1C
- SRC3 TRFRET art: 1712
- SRC1 TRFRET art: 2030
> CCOC(=O)N1CCN(C(=O)C(=O)NNC(=O)COc2ccc(Cl)c(C)c2)CC1
- SRC3 TRFRET art: 1530
- SRC1 TRFRET art: 1423

# Carrying on:
SMILES,SRC3 TRFRET art,SRC1 TRFRET art
O=S(=O)(NCCc1nnc2ccc(SCc3cccnc3)nn12)c1ccccc1,1636,2019
CCn1ccnc1CN(C)Cc1nc(CCC(C)C)no1,1535,1775
Cc1ccc(NC(=O)Cn2nc(C)c([N+](=O)[O-])c2C)cc1C,1532,1627
N/C(=C/C(=O)c1ccccc1O)C(F)(F)F,1378,1598

# Some of the compounds tested; count on the stated rates, not on these rows.
